Bioassay records as filed in PubChem BioAssay.
Insulin prom up: MIN6 insulin promoter up-regulation | actives 0.3% (n = 190,000) | z-score at 5 µM | MIN6 insulin promoter-GFP reporter, high-content imaging; active compounds read high;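 active means z-score above 3 at 5 µM with at least 500 cells counted in the well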
WT yeast gro inh: growth inhibition of WT yeast, mitochondrial fusion screen; mitochondrial fusion phenotypic screen, WT strain; AID 1362; inhibition, % at 10 µM; actives 2.1% (n = 190,000); in the data active means inhibition above about 58%; tested in S. cerevisiae
Autophagy mod: modulators of autophagy. MEF GFP-LC3 puncta imaging; test concentration mostly 10 µM. calls only at 10 µM (by protocol). actives 0.98% (n = 190,000);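 active means percentage of spot-positive cells more than 3 SD above its plate mean, without a fluorescence outlier flag or 80% toxicity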;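 further: spot-positive cell cutoff set from DMSO-treated cells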
Yfh1-off respiration: enhancers of respiration in Yfh1-depleted yeast, dose response, Friedreich's ataxia, plus single-dose screen (AID 1465) | S. cerevisiae Yfh1-off respiration, WST-1 reduction, 72 h; higher fold induction means a stronger effect | actives 0.074% (n = 220,000) | fold induction at 50 µM, or EC50 in µM where a hit was titrated;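 active means fold induction of absorbance versus untreated yeast above a set limit, then at least 30% activation at any dose in follow-up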;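 further: activators that raise dye reduction in frataxin-depleted yeast; strong numbers were not always called active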
MT stabilize HCS: stabilizes microtubules in HeLa cells; HeLa tubulin immunostaining HCS, 24 h; share of cells brighter than vehicle mean+2SD; % tubulin-high responders, % at 10 µM; actives 0.83% (n = 200,000);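 active means plate Z-score above 3 for both tubulin-high and condensed-nucleus cell shares, with cell loss under 80%, at 10 µM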;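 further: anti alpha tubulin signal scored within the nucleus-defined area of each cell; some results filed as inactive read as strong as hits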
b-catenin transl: beta-catenin nuclear translocation modulation; HeLa beta-catenin nuclear translocation, immunofluorescence imaging; nuclear translocation activity, % at 5 µM; actives 0.3% (n = 190,000);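 active means nuclear translocation activity above 50% at 5 µM, with a well cell count of 50 or more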;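 further: per-cell ratio of nuclear to cytoplasmic median beta-catenin stain intensity; plate controls were DMSO negative control for no effect and GSK-3 inhibitor IX positive control for full effect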
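Read-out: Nuclear/cytoplasmic beta-catenin signal ratio, % activation | Assay system: Human HeLa cell line | Times: 24 h compound exposure at 37°C, 5% CO2 | Signal: Fluorescence imaging of beta-catenin antibody stain plus DAPI | Dosing: 5 µM primary, 0.02–20 µM confirmation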
Dynein cargo inh: dynein cargo transport inhibition | 3617.4 mouse cells, GR-EGFP nuclear translocation imaging; test concentration mostly 20 µM; stimulated with dexamethasone, 1 µM; active compounds read low | z-score, hits read low | AID 1381 | actives 0.47% (n = 220,000);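 active means plate z-score of nuclear minus cytoplasmic receptor signal below a set negative limit, without overly bright fluorescence or cell loss, cut at about -3.5 in these data, passing the limit was not always enough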;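 further: z-score of nuclear minus cytoplasmic ring GR-EGFP intensity difference per well; some compounds called inactive have numbers as strong as hits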
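Buffer or medium: tet-free medium with charcoal-stripped serum / Also added: dexamethasone agonist, 1.0 µM final, for 30 min / Timing: induction 48 h, compound 1 h, agonist 30 min / Measured by: high-content fluorescence imaging after fixation / Read-out: nuclear-to-cytoplasmic GR-EGFP distribution per well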
PMI inhibitors: MPI enzyme activity inhibition – biochemical, fluorescence intensity, coupled assay, primary screen (AID 1209); actives 0.42% (n = 190,000); inhibition, % at 20 µM; hits with a dose series show IC50 in µM; purified PMI enzyme, coupled fluorescence intensity; higher % means a stronger effect;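 further: plate controls were DMSO vehicle for no effect and wells lacking substrate for full effect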
human PMI inhibitors: MPI inhibition at elevated mannose 6-phosphate – biochemical, fluorescence intensity, high mannose 6-phosphate, primary screen (AID 1220). recombinant PMI enzyme, coupled fluorescence intensity; higher % means a stronger effect. inhibition, % at 20 µM; hits with a dose series show IC50 in µM. actives 0.66% (n = 190,000)
WT yeast gro inh mutant strain: second read-out of WT yeast gro inh, no call of its own (marks repeat the call); inhibition, %; mitochondrial fusion phenotypic screen, mutant strain inhibition
Dynein cargo inh cytoplasmic EGFP: further read-out of Dynein cargo inh, marked with its call; z-score; measured here: cytoplasmic GR-EGFP intensity; active compounds read high
Dynein cargo inh nuclear GR-EGFP: recorded beside Dynein cargo inh, whose call it bears; z-score; measured here: nuclear GR-EGFP intensity;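 lower value marks the stronger effect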
Dynein cargo inh cell count: further read-out of Dynein cargo inh, marked with its call; z-score; measured here: cell count per field
Insulin prom up cell count: also measured in Insulin prom up; calls as there; cell count; measured here: cytotoxicity, nuclei count;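 total cells summed across four imaged fields per well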
b-catenin transl cell count 5 µM: second read-out of b-catenin transl, no call of its own (marks repeat the call); cell count; measured here: cell count, cytotoxicity flag
MT stabilize HCS Hoechst-high %: further read-out of MT stabilize HCS, marked with its call; % Hoechst-high responders; measured here: nuclear condensation Hoechst responders;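 share of cells brighter than vehicle mean plus two SD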
MT stabilize HCS cytotoxicity %: further read-out of MT stabilize HCS, marked with its call; toxicity, %; measured here: cytotoxicity by cell density;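 0% = mean cell density of plate MIN control wells and 100% = no cells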
Autophagy mod cell loss 18 h: further read-out of Autophagy mod, marked with its call; toxicity, %; measured here: cell loss, nuclei count;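 cell loss after 18 h compound exposure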
Starred values were filed as active, the others as inactive; i = inactive; . = no result given. Unless noted, no stated cut-off is given here; in the data, active means inhibition above about 50%; inactive means the rest. This is a random part of the collection; about 5% have a hit in one of these screens.

SMILES	Insulin prom up	Insulin prom up cell count	WT yeast gro inh	WT yeast gro inh mutant strain	Autophagy mod	Autophagy mod cell loss 18 h	Yfh1-off respiration	MT stabilize HCS	MT stabilize HCS Hoechst-high %	MT stabilize HCS cytotoxicity %	b-catenin transl	b-catenin transl cell count 5 µM	Dynein cargo inh	Dynein cargo inh cytoplasmic EGFP	Dynein cargo inh nuclear GR-EGFP	Dynein cargo inh cell count	PMI inhibitors	human PMI inhibitors
CC(O)c1cccc(NC(=O)C2CCCCC2)c1 (stereo unspecified)	0.48	1560	-17	13	i	41	i	5.9	2.3	5.3	-0.3	1548	1.2	-0.32	0.4	-0.4	0%	4%
O=C(N/C=C/c1ccco1)Nc1cccc(Cl)c1	0.12	1367	.	.	.	.	i	.	.	.	-0.5	1122	1.7	-0.088	0.68	-2.3	.	.
CCCCCCn1nc(C(=O)OCC(=O)c2c(N)n(C)c(=O)n(C)c2=O)c2ccccc2c1=O	-0.15	1249	29	-8	i	0	i	3.8	2.6	8.7	1.6	1077	0.71	-0.26	0.26	-0.34	-2%	7%
Cn1c(O)c(C=NC(CC(N)=O)C(=O)O)c(=O)n(C)c1=O (stereo unspecified)	0.58	1439	4	18	i	-8	i	3.2	1.6	9.4	-5.7	943	-1.8	-0.26	-0.5	0.3	-11%	-5%
S=c1[nH]nc(-c2cc(-c3ccccc3)n[nH]2)n1/N=C/c1ccc(Cl)cc1	-0.34	1055	.	.	.	.	i	.	.	.	-5.3	1206	-0.44	-0.27	-0.23	0.27	.	.
CCn1cnc2cc(NCc3nc4ccccc4n3Cc3ccccc3)ccc21	.	.	30	1	i	18	i	4.5	1.6	1.7	-1.9	1121	1.1	-0.26	0.79	-0.51	26%	51%*
COC(=O)CCCC1=CC2=C(c3ccccc3)C(=O)C(C)(OC(=O)C3CCCC3)C(=O)C2=CN1CCc1c[nH]c2ccccc12 (stereo unspecified)	-0.29	926	.	.	.	.	i	.	.	.	-1.8	1050	0.3	-0.61	0.18	-0.33	.	.
CC/C(=N/Nc1ccc(Cl)cc1)c1cnnc(SC)n1	-0.02	1297	-1	8	i	-9	i	1.9	2.3	8.9	0.4	927	-1.4	0.28	-0.48	-0.046	-76%	-150%
CCn1c(=O)oc2cc(NC(=O)CCl)ccc21	0.01	871	-26	-13	i	11	i	3.1	2.8	7.9	-3.0	1160	0.09	-0.29	0.47	-0.13	-2%	8%
CC1Cc2ccccc2N1C(=O)CSc1nc(-c2ccccc2)cs1 (stereo unspecified)	0.04	1505	3	6	i	14	i	2.6	2.1	8.9	2.4	1085	0.0057	-0.18	0.17	-1.1	17%	10%
CCOc1ccc(NC(=O)C(=O)NCC2CCCN2CC)cc1 (stereo unspecified)	-0.11	1509	-3	-3	i	1	i	2.3	1.0	0.7	1.8	1386	2.5	-0.18	1.4	-1.3	6%	14%
O=C(c1cn(-c2ccccc2)nc1-c1ccncc1)N1CCCCC1	-0.2	1247	-6	6	i	3	i	13	26	96	-1.9	1120	-0.68	0.45	0.067	0.37	4%	-4%
CCOC(=O)c1sc(C)c(C(=O)NCCCN2CCOCC2)c1N	.	.	-1	6	i	9	i	4.9	2.3	5.3	-3.1	1068	0.75	-0.16	0.62	-0.49	2%	3%
CCOC(=O)c1cc(-c2ccccc2)n(CC(=O)Nc2ccc(OC)cc2)c1C	1.2	1212	6	1	i	-1	i	1.0	3.4	11	-1.9	503	-0.15	0.12	-0.47	0.14	0%	7%
Cc1ccc(C2NC(=O)c3c(sc(C)c3C)N2)c(O)c1 (stereo unspecified)	-0.15	1014	18	10	i	6	i	1.5	1.9	5.1	.	.	0.36	0.52	0.4	0.77	-23%	-22%

3 of the entries above in order of their number in MT stabilize HCS Hoechst-high %, highest first:
| molecule | MT stabilize HCS Hoechst-high % |
| --- | --- |
| CCOC(=O)c1cc(-c2ccccc2)n(CC(=O)Nc2ccc(OC)cc2)c1C | 3.4 |
| CC1Cc2ccccc2N1C(=O)CSc1nc(-c2ccccc2)cs1 (stereo unspecified) | 2.1 |
| CCn1cnc2cc(NCc3nc4ccccc4n3Cc3ccccc3)ccc21 | 1.6 |

Next section
SMILES	Insulin prom up	Insulin prom up cell count	WT yeast gro inh	WT yeast gro inh mutant strain	Autophagy mod	Autophagy mod cell loss 18 h	Yfh1-off respiration	MT stabilize HCS	MT stabilize HCS Hoechst-high %	MT stabilize HCS cytotoxicity %	b-catenin transl	b-catenin transl cell count 5 µM	Dynein cargo inh	Dynein cargo inh cytoplasmic EGFP	Dynein cargo inh nuclear GR-EGFP	Dynein cargo inh cell count	PMI inhibitors	human PMI inhibitors
Cc1ccc(N2CCN(S(=O)(=O)c3ccc(F)c(C)c3)CC2)c(C)c1	-0.55	1082	53	31	i	-1	i	2.7	0.2	26	-0.3	1091	-0.15	-0.29	0.2	0.14	3%	1%
COc1ccc(OCC(=O)Nn2c(-c3ccc(C)cc3)nc3ccccc3c2=O)cc1	0.15	1148	12	7	i	4	i	2.5	1.8	7.3	1.9	496	-0.097	-0.32	-0.38	0.14	12%	13%
Cc1cccc2cc(CN(C(=O)c3cnccn3)C3CCCCC3)c(Cl)nc12	-0.44	1743	51	24	i	28	i	2.7	1.5	8.9	-2.4	1097	-0.94	-0.16	-0.69	0.8	12%	17%
CCCCOC(=O)Nc1ccc(C(N)=O)cc1	-0.01	912	-2	16	i	-8	i	1.3	1.7	10	-3.5	1182	1.8	0.19	1.5	-0.79	-8%	-6%
O=C(Nc1ccc(F)cc1)C1CCC(CNc2c(N3CCCCC3)c(=O)c2=O)CC1 (stereo unspecified)	1	945	.	.	.	.	i	.	.	.	-0.4	1352	-0.059	-0.22	0.39	1	.	.
S=C(NCc1cccs1)Nc1cccc(Cl)c1Cl	-0.27	1459	16	-4	i	1	i	2.5	2.6	4.9	3.4	838	-0.53	-0.26	-0.3	0.69	12%	10%
O=S(=O)(Nc1cccc(-c2cn3cccnc3n2)c1)c1ccccc1	1.2	1103	1	-2	i	18	i	3.4	1.9	3.2	.	.	0.86	-0.11	0.039	-0.57	-18%	-18%
CCOCCCNCC(=O)NCC1CCCCC1	0.83	1370	-15	-23	i	16	i	1.4	1.5	11	-1.3	1075	-0.74	-0.35	-0.25	0.98	10%	4%
COC(=O)c1sc(NC(=O)CSc2nnc(Cn3nnc4ccccc43)n2C)nc1C	-0.34	1236	-9	8	i	3	i	3.9	3.7	8.6	-0.1	984	0.045	-0.28	-0.21	0.2	11%	-2%
c1ccc(-c2noc(-c3ccc4c(c3)OCO4)n2)cc1	.	.	2	-17	i	-5	i	4.3	2.2	9.6	-0.5	1507	0.11	-0.24	-0.31	1.1	-2%	-6%
COc1cc(OC)c2ccc(=O)oc2c1C(CCN1CCCC1)c1ccc(N(C)C)cc1 (stereo unspecified)	0.74	1156	.	.	.	.	i	.	.	.	-2.3	1186	-0.094	-0.81	0.051	0.6	.	.
Cc1ccc2cc3c(NC(=O)C(C)C)nn(C)c3nc2c1	0.08	1332	6	13	i	-1	i	3.6	2.2	5.8	2.9	1069	-0.48	-0.17	0.081	-0.26	-7%	7%
COc1cccc(C(=O)Nc2nnc(C(C)C)s2)c1	.	.	7	-12	i	-9	i	2.3	1.9	0.2	-0.9	534	0.52	-0.23	0.18	0.73	-5%	-5%
C=CCNC(=O)c1sc(-c2ccccc2)nc1C	0	1629	-12	7	i	8	i	3.0	2.9	3.0	-3.7	1112	0.28	-0.24	0.59	0.22	-3%	-6%
CCSc1nc(-c2ccccc2)c2cc(Cl)ccc2n1	0.13	1444	9	14	i	29	i	4.9	1.9	4.7	-0.1	1152	-0.31	-0.26	-0.12	0.4	12%	5%
Cc1c(CN(C)C(=O)c2nn(C)cc2[N+](=O)[O-])cnn1C	0	1367	-12	-6	i	-4	i	3.8	2.8	4.0	2.0	504	0.23	-0.25	0.22	-0.41	-2%	0%
Oc1cccc(Nc2ncnc3ccccc23)c1	0.42	1241	-3	0	i	2	i	2.0	1.6	4.2	-1.1	1201	-0.71	-0.08	-0.96	0.2	1%	1%
Cc1cc(C(F)(F)F)nn1CC(=O)N(C)c1ccccc1	0.27	1595	11	4	i	5	i	3.9	1.9	0.4	0.1	1553	0.36	-0.23	0.36	-0.55	.	.
CCC(=O)Nc1c2c(nn1-c1ccc(OC)cc1)CS(=O)C2 (stereo unspecified)	-1.3	940	8	4	i	17	i	5.5	2.7	0.7	.	.	0.22	-0.16	0.43	-0.37	-9%	-2%
Cc1cc(-c2cccc(Br)c2)c(C#N)c(N)n1	-0.89	1252	4	7	i	-13	i	4.9	1.9	0.1	2.1	932	0.43	-0.24	0.4	-0.34	-4%	-5%
CCCc1nc(-c2ccc(-c3ccc(F)cc3)cc2)no1	0.89	920	7	12	i	-14	i	1.4	1.8	8.3	-0.2	1218	-0.14	-0.23	-0.05	0.53	4%	9%
CN(C)Cc1n[nH]c(=O)c2ccccc12	-0.54	1274	5	-2	i	5	i	3.8	2.7	14	-1.4	1103	0.19	-0.24	0.16	-0.84	0%	-1%
CCOC(=O)c1[nH]c(C)c(C(=O)Nc2ccc(C)c(C)c2)c1C	-0.98	1114	19	8	i	5	i	3.5	3.6	4.0	-1.4	1105	-0.35	-0.026	-0.14	0.58	1%	5%
Cn1cnc([N+](=O)[O-])c1Oc1ccc2ccccc2c1	-0.32	1124	17	16	i	-6	i	2.0	2.1	7.0	1.7	482	-1.5	0.099	-1.1	0.44	25%	48%
N=C1C(c2nc3ccccc3s2)=C(O)CN1NC(=O)c1ccco1	0.3	1516	.	.	.	.	i	.	.	.	-0.1	1268	0.9	-0.29	0.12	-0.76	.	.
